# Vif-A3F inh: blocks the Vif interaction with APOBEC3F; 390,000 compounds, 0.2% hits; Potency, µM (titrated, usually from 46.1 µM), for the others: top-dose activity, negative = active; HeLa A3F-eYFP + Vif (tagged APOBEC3F with the HIV-1 protein that degrades it), YFP fluorescence increase; note: potency is the fitted concentration of half-maximal effect; % of control where 0% means no effect; nearly all actives have a fitted effect of over 65% in size
#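 HeLa cells stably expressing Vif plus C-terminally eYFP-tagged A3F were seeded, incubated overnight at 37 deg C, dosed with compound, incubated overnight again at 37 deg C. Yellow fluorescence (Ex 488/Em 500-530) reported blocked Vif-mediated A3F-eYFP degradation.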
# RGS4 inhibitor: human RGS4 inhibition; P49798; Transcreener GDP fluorescence polarization, RGS4-accelerated GTP hydrolysis; Potency, µM (titrated, usually from 114 µM), for the others: at the top dose activity change, negative = inhibition, most hits filed as inhibitors; 390,000 compounds, 0.039% hits; AID 504845; note: potency is the fitted concentration of half-maximal effect; % is set by controls: 0 for no effect and ±100 for the full control effect; nearly all actives have a fitted effect of over 75% in size; some results filed as inactive show a strong effect at the top dose
# Target sequence (P49798 whole entry, looked up): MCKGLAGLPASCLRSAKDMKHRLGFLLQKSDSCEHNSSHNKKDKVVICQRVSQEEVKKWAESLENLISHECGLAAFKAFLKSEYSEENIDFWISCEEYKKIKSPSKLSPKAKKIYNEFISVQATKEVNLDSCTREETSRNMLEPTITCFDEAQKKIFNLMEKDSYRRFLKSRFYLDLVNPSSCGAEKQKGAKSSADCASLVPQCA
#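 MLSMR compounds (23 nl, pin-transferred) preincubated 10 min at room temperature with a 500nM (2x) first reagent, then RGS4 at 900nM (2x) plus Transcreener GDP mix added; fluorescence polarization (620/688 nm) read before and after 90 min at 30 °C.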
# D2 antagonist: D2 dopamine receptor (human) antagonism | P14416 | 340,000 compounds, 2% hits | HEK293 TREx D2 cells, calcium flux, dopamine EC80 | inhibition, % at 10 µM; in the data active = inhibition above about 30%; note: 0% is about no effect
#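 Antagonism is scored as inhibition of an EC80 dopamine-evoked calcium signal in a force-coupled, tetracycline-inducible HEK293 T-REx D2 line, with compound present 180 s before agonist.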
# ALOX12 inh: inhibitors of human 12S-lipoxygenase ALOX12. P18054. purified 12hLO, xylenol orange hydroperoxide absorbance. Potency, µM (series often up to 108 µM), without a hit: at the highest dose activity change, negative = inhibition, most hits filed as inhibitors. 580,000 compounds, 1.1% hits. AID 1671190; note: potency is the fitted concentration of half-maximal effect; % is set by controls: 0 for no effect and ±100 for the full control effect
#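 Hydroperoxide product was detected by ferrous iron/xylenol orange as the 573 to 405 nm absorbance ratio. Arachidonic acid at 40 uM (final) was turned over for 30 min at room temperature by 150 nM human 12hLO, pH 7.0 Hepes buffer, after 15 min compound preincubation.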
# D2 ag: agonists of human D2 dopamine receptor | AID 485358 | HEK293 T-REx D2 cells, calcium flux agonist mode | activation, % at 2 µM | 340,000 compounds, 0.53% hits | P14416;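 active = activation over 3 SD above normal in the single-dose calcium agonist read, cut at about 30% in these data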; note: 0% is about no effect
#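 Agonism is scored from calcium flux in a force-coupled, inducible HEK293 cell line expressing D2, read kinetically for 180 s after compound addition against dopamine controls.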
# ERG Ets-DNA blk: ERG Ets/DNA interaction inhibition; P11308; fluorescence polarization, His-ERG Ets domain / labelled DNA; Potency, µM (highest dose often 76.9 µM), inactives show at the top dose FP activity, negative = inhibition, most hits filed as inhibitors; 370,000 compounds, 0.028% hits; active = well fitted inhibition curve with a large enough effect in the polarisation, with a control signal flat; inconclusive = small, poorly fitted or top-dose-only effect, or effect the other way, or a change in a side signal; inactive = no such curve, though single readings can be large or run the other way; the % refers to the polarisation;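 note: polarization taken with two DNA probes labelled with fluorescein and Texas red; potency is the fitted concentration of half-maximal effect; % of control where 0% means no effect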
# Target sequence (P11308 whole entry, looked up, the tested form may be a part): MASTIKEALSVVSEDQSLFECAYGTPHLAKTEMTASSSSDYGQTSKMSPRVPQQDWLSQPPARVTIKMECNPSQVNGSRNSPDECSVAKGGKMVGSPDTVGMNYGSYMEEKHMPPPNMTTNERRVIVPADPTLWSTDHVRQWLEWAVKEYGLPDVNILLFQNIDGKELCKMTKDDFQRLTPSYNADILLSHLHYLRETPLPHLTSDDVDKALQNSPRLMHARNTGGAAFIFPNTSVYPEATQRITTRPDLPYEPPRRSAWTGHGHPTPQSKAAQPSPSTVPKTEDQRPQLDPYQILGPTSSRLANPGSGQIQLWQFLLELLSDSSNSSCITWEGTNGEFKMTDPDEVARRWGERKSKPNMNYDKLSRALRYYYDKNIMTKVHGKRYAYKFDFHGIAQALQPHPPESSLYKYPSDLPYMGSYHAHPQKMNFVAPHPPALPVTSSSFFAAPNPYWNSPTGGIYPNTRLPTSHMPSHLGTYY
#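 His-tagged ERG Ets domain (1 uM in the protein solution; 300mM KCl, 50mM Tris-HCl, 1mM EDTA, 1mM DTT, pH 7.5) received compound, then a probe mix of 5 nM fluorescein-DNA and 100nM Texas-615-DNA. Fluorescence polarization was read for both dyes.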
# Glioma ERSR ind: induces the endoplasmic reticulum stress response in human glioma cells; U87-MG GRP78 promoter luciferase reporter, 16 h; Potency, µM, for inactives: at the top dose activation, most hits filed as activators; 420,000 compounds, 0.02% hits; AID 602332; note: potency is the fitted concentration of half-maximal effect; series mostly up to about 76 µM; % of control where 0% means no effect; nearly all actives have a fitted effect of over 35% in size
#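 ERSR induction read as luciferase luminescence (Bright-Glo, 10 min at room temperature) in stably transfected human U87-MG glioma cells exposed to compounds for 16 h, using GRP78 as sensor.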
# LDHA block: blocks human lactate dehydrogenase A | activity change, % (values are at about 110 or 230 µM) | 480,000 compounds, 0.15% hits | purified LDHA, NADH/diaphorase-resazurin fluorescence; hits give low values | P00338; in the data active = activity change below about -30%; inconclusive = mostly about -25% to -30%;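 note: plate controls were DMSO wells for no effect and wells without enzyme for full effect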
#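 Human LDH5 at 2 nM final in Tris HCl pH 7.4 with 0.06 mM NADH and 0.2 mM pyruvate, reacted 5 minutes at room temperature. Remaining NADH coupled via diaphorase/resazurin; resorufin fluorescence read at 0 and 20 minutes, normalized to enzyme-free and DMSO wells.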
# Vif-APOBEC3G blk: Vif-A3G binding inhibition | Q9HC16 | HeLa A3G-eYFP + Vif (tagged APOBEC3G with the HIV-1 protein that degrades it), YFP fluorescence, overnight | Potency, µM (titrated, usually from 46.1 µM), without a hit: top-dose activity, negative = active, actives largely listed as inhibitors | 410,000 compounds, 0.076% hits | AID 602310;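 note: potency is the fitted concentration of half-maximal effect; % is set by controls: 0 for no effect and ±100 for the full control effect; nearly all actives have a fitted effect of over 60% in size; hits raise eYFP signal because A3G escapes Vif-driven loss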
# Target sequence (Q9HC16 whole entry, looked up): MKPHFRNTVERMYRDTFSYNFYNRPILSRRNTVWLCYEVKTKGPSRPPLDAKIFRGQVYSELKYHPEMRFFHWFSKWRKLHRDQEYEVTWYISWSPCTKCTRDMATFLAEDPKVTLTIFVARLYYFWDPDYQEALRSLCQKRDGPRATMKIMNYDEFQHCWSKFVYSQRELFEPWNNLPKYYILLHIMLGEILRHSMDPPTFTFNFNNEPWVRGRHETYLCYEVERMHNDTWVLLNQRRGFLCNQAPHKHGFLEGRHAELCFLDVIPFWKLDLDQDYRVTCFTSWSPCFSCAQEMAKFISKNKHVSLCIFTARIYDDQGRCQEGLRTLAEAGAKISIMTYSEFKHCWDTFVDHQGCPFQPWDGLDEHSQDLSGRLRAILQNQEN
#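 Read-out is eYFP fluorescence (Ex 488/Em 500-530) from Vif-expressing HeLa A3G-eYFP cells; more signal means A3G escaped Vif-mediated degradation. Cells plated overnight, compound pinned in, incubated overnight at 37 deg C.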
# Numbers without * were called inactive; ? = inconclusive; · = not tested or not shown; & = joins results of further samples; [ ] = another dose, or the depositor's remark. Unless noted, calls come from the whole dose curve; as a rule, active = well fitted curve in the direction sought with a large enough effect; inconclusive = small, poorly fitted or top-dose-only effect, or another doubt; inactive = no such curve, though single readings can be large; an effect the other way counts as inactive or inconclusive. Only part of the results is shown. The share of hits here may be higher or lower than overall.
no. | canonical_smiles | Vif-A3F inh | RGS4 inhibitor | D2 antagonist | ALOX12 inh | D2 ag | ERG Ets-DNA blk | Glioma ERSR ind | LDHA block | Vif-APOBEC3G blk
1 | C(=C\c1ccncc1)/c1ccccc1 | 1.1% | 15.1%[11.4 µM] | 5.2 | -0.2% | -1.5 | -5.9% | 0.8%&0.3%&6.9% | 0.1 | 3.1%
2 | COc1ccc(-c2nc(C3CCCCC3)no2)cc1OC | 10.3% | 14.5% | -17.0 | 10.8% | 0.5 | -4.8% | 7.6% | 3.1 | -5.7%
3 | Cc1cc(NC(=O)CSc2nnc(NCc3ccccc3)s2)no1 | -0.9% | -39.8% | 3.9 | -7.6% | -0.1 | 2.6% | -5.9% | -2.4 | 0.0%
4 | O=C(O)C1CC(O)CN1S(=O)(=O)c1cccs1 (configuration not stated) | -35.2% | 15.1% | -5.9 | 0.0% | -0.4 | -2.4% | -4.4% | -6.2 | 0.2%
5 | CCCCc1ccc(S(=O)(=O)NCCCN2CCCC2=O)cc1 | -3.9% | 22.6% | -5.1 | -1.3% | -1.1 | -5.9% | -3.7% | -11.2 | 1.1%
6 | CCCCCCN1CCN(C2CN(Cc3ccccc3)S(=O)(=O)C2)CC1 (configuration not stated) | · | · | · | -25.7% | · | · | -2.5% | -7.5 | 1.3%
7 | Cc1ccc(NC(=O)CN(C)C(=O)CSc2nc3ccccc3c(=O)n2CCO)cc1 | 9.0% | 5.9% | -2.5 | -39.0% | 0.4 | -7.0% | -1.4% | -9.3 | 2.7%
8 | COc1ccc(-c2cc(C(=O)Nc3c(F)cc(F)cc3Br)no2)cc1 | 10.2% | 26.3% | 10.4 | 18.0% | -0.4 | -0.3% | -0.4% | -10.4 | -1.8%
9 | Cc1ccc(NC(=O)NCc2ccc3[nH]c(C)cc3c2)cc1 | -0.9% | 5.9% | 1.2 | -18.9% | -4.7 | -3.0% | -2.0% | -9.5 | -0.5%
10 | CS(=O)(=O)N1CCN(c2ncnc3c2cnn3-c2ccccc2)CC1 | -0.1% | -4.0% | 11.2 | 0.0% | 0.8 | -0.9% | 2.8% | -7.6 | -2.9%
11 | O=C(COC(=O)CN1C(=O)c2ccccc2C1=O)NC1CCCCC1 | 0.4% | -5.2% | 4.1 | -17.7% | -0.1 | -2.4% | 0.9% | -1.2 | -0.9%
12 | CCOC(=O)[C@H]1[C@H]2COc3ccc(OC)cc3[C@H]2N2C(=O)CNC(=O)[C@@]12C | -4.3% | -7.9% | -4.9 | ? | 1.4 | -0.6% | -4.5% | 1.7 | 1.4%
13 | COc1ccc(C(=O)COC(=O)c2ccc3c(c2)OCO3)c(OC)c1 | 1.7% | -34.5% | -15.4 | ? | 1.0 | -0.9% | 1.0% | -4.0&0.2 | -1.5%
14 | Nc1nnc(CC(=O)N/N=C/c2ccc(-c3ccccc3Cl)o2)s1 | 0.0% | -7.8% | -3.7 | ? | -0.5 | -1.1% | -3.7% | -5.2 | -24.5%
15 | NS(=O)(=O)c1cc(C(=O)OCC(=O)N2CCc3ccccc3C2)ccc1Cl | 8.9% | 29.5% | 8.0 | 44.3%[activator] | 0.2 | 14.2% | 1.9% | -10.2 | 0.0%
16 | O=C(O)CCc1ccc(-c2ccc(Cl)cc2)o1 | -17.5% | ? | 6.0 | ? | 0.0 | 4.0% | 4.6% | 0.2 | -0.5%
17 | COc1ccc(CNC(=O)Cn2nc(C)n3cccc3c2=O)cc1 | 5.6% | -25.4%&13.0% | 16.9 | 0.1%&-9.8% | 0.3&-0.5 | 19.0%&4.1% | -0.6%&-2.4% | 1.1&-3.3 | 3.2%&0.7%
18 | O=c1c([N+](=O)[O-])c(N2CCCCCC2)c2ccccc2n1-c1ccccc1 | · | 14.2% | 4.8 | 156.6%[activator] | -1.1 | -1.2% | -4.3% | -1.8 | -0.9%
19 | Cc1cccc(N(CC(=O)Nc2c(C)n(C)n(-c3ccccc3)c2=O)S(C)(=O)=O)c1C | 3.4% | 3.0% | -1.5 | -0.6% | 0.1 | 2.3% | 2.6% | 1.8 | 0.5%
20 | CSc1ccccc1NC(=O)c1ccccc1 | -6.7% | -7.0%[56.9 µM] | 13.9 | -7.6% | 0.6 | 2.0% | 6.2% | -2.4 | 0.5%

# Continued; the last 3 above are carried over.
no. | canonical_smiles | Vif-A3F inh | RGS4 inhibitor | D2 antagonist | ALOX12 inh | D2 ag | ERG Ets-DNA blk | Glioma ERSR ind | LDHA block | Vif-APOBEC3G blk
18 | O=c1c([N+](=O)[O-])c(N2CCCCCC2)c2ccccc2n1-c1ccccc1 | · | 14.2% | 4.8 | 156.6%[activator] | -1.1 | -1.2% | -4.3% | -1.8 | -0.9%
19 | Cc1cccc(N(CC(=O)Nc2c(C)n(C)n(-c3ccccc3)c2=O)S(C)(=O)=O)c1C | 3.4% | 3.0% | -1.5 | -0.6% | 0.1 | 2.3% | 2.6% | 1.8 | 0.5%
20 | CSc1ccccc1NC(=O)c1ccccc1 | -6.7% | -7.0%[56.9 µM] | 13.9 | -7.6% | 0.6 | 2.0% | 6.2% | -2.4 | 0.5%
21 | Cc1ccccc1N(CC(=O)Nc1ccccc1C(=O)O)S(C)(=O)=O | 1.1% | 2.2% | -0.2 | 0.0% | 0.4 | -5.6% | 7.5% | -8.1 | 0.3%
22 | CCn1c(SCC(=O)Nc2cc(C)ccc2F)nnc1-c1ccccc1O | 2.7% | 3.4% | · | -19.2% | -0.8 | 13.7% | -2.2% | 8.0 | 1.3%
23 | COC(=O)C1C(c2ccc(Br)cc2)Nc2nnc(C(F)(F)F)n2C1(C)O (configuration not stated) | -7.1% | -15.4% | -8.9 | -2.2% | -0.1 | -5.0% | -3.3% | 0.3 | -4.7%
24 | Cc1ccc(C(=O)NCC(=O)OCc2c(F)cccc2Cl)cc1 | -16.5% | -14.0% | 3.4 | -10.8% | 1.7 | 9.3% | 8.1% | -2.0 | 2.7%
25 | O=C(CNC(=O)c1ccccc1F)NNC(=O)c1ccccc1O | 3.7% | 22.6% | 21.4 | 2.3% | -0.7 | 3.9% | 3.2% | 11.9 | -0.4%
26 | CC1S/C(=C(\C#N)C(=O)NCc2ccco2)N(Cc2ccco2)C1=O (configuration not stated) | 2.9% | -53.6% | -15.8 | -1.8% | 0.0 | -6.9% | 0.6% | 5.4 | -5.5%
27 | Cc1ccc(-n2c(-c3ccco3)nc3c(cnn3-c3ccccc3C)c2=O)cc1 | 1.2%&5.7% | 7.6%&7.6% | -10.4 | -3.9%&-5.9% | -0.7&-1.8 | 4.1%&-3.1% | -1.2%&-2.6% | -9.5&-3.9 | 0.6%&-2.7%
28 | COC(=O)[C@@]1(C)[C@H]2C(=O)N(C)C(=O)[C@H]2[C@H]2CN=C(SCc3ccc(Cl)cc3)N21 | 6.1% | 29.9% | · | ? | · | -5.2% | -3.5% | -9.3 | -0.1%
29 | O=S(=O)(Cc1ccccc1)Nc1cccc(F)c1 | -1.0% | 10.7% | 12.6 | 25.6% | -0.6 | 11.4% | -1.4% | -3.1 | 1.6%
30 | O=C(Nc1ccccc1F)c1ccc(S(=O)(=O)N2CCCCCC2)cc1 | -16.4% | 21.5% | -10.1 | -27.5% | -1.2 | 7.4% | 5.2% | -5.1 | 1.8%
31 | Nc1c(Cl)cc(Cl)cc1C(=O)OCC(=O)N1CCCC1=O | 0.2% | -5.4% | -6.5 | · | 0.0 | 1.8% | -1.2% | -9.2 | -4.1%
32 | CC(=O)c1ccc(OCC(=O)OC(C)C(=O)NC2CCCCC2)cc1 (configuration not stated) | -5.1% | -0.7% | 14.4 | 3.4% | 0.1 | 6.3% | -5.1% | 1.5 | -0.6%
33 | CCOC(=O)N1CCN(C(=O)C(C)N(c2ccc(Oc3ccccc3)cc2)S(C)(=O)=O)CC1 (configuration not stated) | -3.0% | -44.4% | 15.3 | 0.0% | 0.2 | 1.4% | 9.9% | -4.4 | 1.2%
34 | O=c1[nH]c(SCc2ccccc2)nc2ccsc12 | 1.1% | -3.2% | -9.4 | ? | -0.7 | -3.3% | 7.6% | -1.2 | -1.9%
35 | CNC(=O)CSc1nnc(NC(=O)Nc2ccccc2)s1 | 0.7% | ? | · | ? | -1.1 | 7.5% | -1.1% | -8.6 | -1.5%
36 | COc1c(Br)cc(Br)cc1/C=N/NC(=O)c1cccnc1 | -5.4% | 13.0% | 90.1* | 0.0% | -0.9 | 9.7% | -2.3% | -0.5 | ?
37 | Cc1cccc2c1-c1sc(C(=O)Nc3nccs3)cc1CO2 | -1.3% | -0.7% | -5.6 | 4.6% | 1.7 | 13.8% | -2.6% | -16.3 | 0.0%
38 | CC1(C)CC(=O)C=C(c2ccc(-c3ccc(OC(F)(F)F)cc3)cc2)C1=O | -4.8% | · | · | -0.1% | · | · | -4.8% | 3.8 | -8.1%
39 | O=C(NCc1ccc2c(c1)CCN2C(=O)c1ccccc1)Nc1cc(F)ccc1F | 0.3% | -22.3% | · | -6.0% | -0.4 | -0.3% | -5.6% | -16.0 | 5.0%
40 | Cc1ccc(C(=O)Cn2ncsc2=N)cc1 | -15.7% | -10.0% | 9.1 | 23.2% | 0.7 | -5.5% | 7.9% | -6.0 | -0.5%
41 | Cc1nc(NC(=O)CCC(=O)O)sc1C(=O)N(C)C | 0.4% | -1.9% | -0.5 | -1.0% | -0.3 | 3.8% | -2.4% | -4.0 | 0.7%

# Source: PubChem (National Center for Advancing Translational Sciences (NCATS))
